# KDM5B inhibitor: KDM5B demethylase inhibition; Potency, µM (series often up to 57.7 µM), for the others: top-dose activity change, negative = inhibition, hits mostly inhibitors; AID 1347165; 220,000 compounds, 2.6% hits; Q9UGL1; KDM5B demethylase, FDH-coupled NADH fluorescence (FDH is formaldehyde dehydrogenase); active = well fitted inhibition curve with a large enough effect; inconclusive = small, poorly fitted or top-dose-only effect; inactive = no such curve, though single readings can be large or run the other way; also: 0% is about no effect; nearly all actives have a fitted effect of over 70% in size
# Target sequence (Q9UGL1 whole entry, looked up): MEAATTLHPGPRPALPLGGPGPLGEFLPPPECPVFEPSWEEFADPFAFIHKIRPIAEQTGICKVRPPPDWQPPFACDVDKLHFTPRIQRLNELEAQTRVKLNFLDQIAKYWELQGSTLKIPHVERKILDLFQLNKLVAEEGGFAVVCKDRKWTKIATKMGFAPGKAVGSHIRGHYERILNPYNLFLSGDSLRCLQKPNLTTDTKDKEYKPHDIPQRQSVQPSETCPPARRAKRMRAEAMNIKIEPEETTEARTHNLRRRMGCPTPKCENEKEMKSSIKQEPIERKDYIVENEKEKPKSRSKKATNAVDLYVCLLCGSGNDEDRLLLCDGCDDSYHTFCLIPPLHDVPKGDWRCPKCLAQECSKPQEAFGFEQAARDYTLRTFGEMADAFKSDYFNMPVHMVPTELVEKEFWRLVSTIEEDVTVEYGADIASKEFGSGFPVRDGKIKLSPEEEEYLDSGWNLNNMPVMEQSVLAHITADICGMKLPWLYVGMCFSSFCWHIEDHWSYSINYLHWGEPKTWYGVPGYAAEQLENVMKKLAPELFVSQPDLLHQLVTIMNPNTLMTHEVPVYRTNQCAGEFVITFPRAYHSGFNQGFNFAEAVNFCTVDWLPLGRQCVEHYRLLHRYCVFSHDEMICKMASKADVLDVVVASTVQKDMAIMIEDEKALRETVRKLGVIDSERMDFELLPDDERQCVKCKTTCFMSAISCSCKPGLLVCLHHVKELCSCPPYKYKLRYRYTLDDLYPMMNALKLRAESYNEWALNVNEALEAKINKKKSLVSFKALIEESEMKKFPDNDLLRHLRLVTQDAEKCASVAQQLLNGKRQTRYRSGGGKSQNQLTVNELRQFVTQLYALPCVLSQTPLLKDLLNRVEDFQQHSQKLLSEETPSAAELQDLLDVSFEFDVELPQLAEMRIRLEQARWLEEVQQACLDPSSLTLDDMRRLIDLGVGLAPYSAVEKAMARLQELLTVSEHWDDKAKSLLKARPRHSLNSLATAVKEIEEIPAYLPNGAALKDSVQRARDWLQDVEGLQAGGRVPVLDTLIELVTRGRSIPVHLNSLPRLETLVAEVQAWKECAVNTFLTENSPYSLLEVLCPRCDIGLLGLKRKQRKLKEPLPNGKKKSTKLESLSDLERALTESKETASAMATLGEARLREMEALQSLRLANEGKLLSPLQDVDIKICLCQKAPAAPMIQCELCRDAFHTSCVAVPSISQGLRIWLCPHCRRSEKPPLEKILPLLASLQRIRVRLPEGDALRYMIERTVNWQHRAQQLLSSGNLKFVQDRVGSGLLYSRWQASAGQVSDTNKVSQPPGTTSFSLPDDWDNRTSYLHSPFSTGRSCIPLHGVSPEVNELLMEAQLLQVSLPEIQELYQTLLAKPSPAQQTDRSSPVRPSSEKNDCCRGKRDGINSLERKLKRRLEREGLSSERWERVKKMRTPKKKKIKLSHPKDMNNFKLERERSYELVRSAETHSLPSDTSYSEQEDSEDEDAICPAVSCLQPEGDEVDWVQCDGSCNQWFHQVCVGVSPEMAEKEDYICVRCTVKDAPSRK
#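 qHTS format, multiple compound concentrations. Buffer 50 mM HEPES pH 7.5/0.01% Tween-20; 200 nM KDM5BΔAP final; 10 min compound preincubation; substrate-mix levels 12.5 µM peptide, 25 µM α-KG, 0.25 mM NAD⁺; 30 min RT; ΔRFU.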
# The depositor's hits bear a star; ? = inconclusive; & = joins results of further samples; [ ] = dose if it differs, or a comment. Potency is read from the fitted curve at half-maximal effect. Only part of the results is shown, so the mix of outcomes need not match the whole.
SMILES,KDM5B inhibitor
O=C(Nc1ccccc1Cl)c1ccc(-c2ccccc2)cc1,?
Cc1cccc(C)c1NC(=O)Cn1c(=O)n(CC2CCC(C(=O)NCCc3ccccc3)CC2)c(=O)c2ccccc21 (configuration not stated),?
O=C(NCCc1ccccc1)c1cc2n(n1)CC(c1ccc(Cl)cc1)OC2 (configuration not stated),-11%
Cc1nn(C)c(Cl)c1CN1CCC(Oc2ccc(C(=O)N3CCCC3)cc2)CC1,20%
CC1CCN(Cc2nnnn2CCCC(=O)N2CCN3CCCC3C2)CC1 (configuration not stated),0%
COc1cc(OC)c(OC)cc1/C=N/NC(=O)c1ccc(CSc2nc(C)cc(C)n2)cc1,?
CCNC(=O)Nc1ccc2c(c1)CN(Cc1cccc(OC)c1)C(=O)C(CC)O2 (configuration not stated),-14%
COC(=O)CCCn1c(-c2ccc(C)cc2)c(C)n2c3c(=O)n(C)c(=O)n(C)c3nc12,-26%
O=c1oc2ccc(Br)cc2cc1-c1nc(-c2ccccc2)cs1,-19%
CC(C(=O)N1CCNC1=O)N(C)Cc1ccc(Cl)c(Cl)c1 (configuration not stated),16%
CCOc1ccc(CNC(=O)Cn2nc(C)c3sc4ccccc4c3c2=O)cc1,-17%
CCNC(=O)N[C@H]1CC[C@]2(C)CC[C@@H]([C@H](C)C(=O)NCc3ccc(F)cc3)[C@H](O)[C@H]2[C@@H]1C,34%
CCOc1cc(=O)n2c(c1C(=O)NCc1ccc(F)cc1F)CCCC2,-3%
O=C(NC1CCCCC1)c1ccc(Cn2c(SCc3cccc(F)c3)nc3cccnc32)cc1,?
O=C(Cc1cccnc1)N1CCC(N2C(=O)C3(CCCCC3)C2c2ccccc2)CC1 (configuration not stated),-17%
CCC1(CC)NC(=O)N(CC(=O)OC(C)C(=O)Nc2cc([N+](=O)[O-])ccc2OC)C1=O (configuration not stated),20%
NC(=O)CN1CCC(NC(=O)c2ccc(Oc3ccc(F)cc3)cc2)CC1,2%
Cc1oc(C(O)c2ccccc2F)nc1C(=O)Nc1ccc2[nH]ccc2c1 (configuration not stated),0%[86.2 µM]
CCOC(=O)c1scc(-c2ccccc2)c1S(=O)(=O)Nc1ccccc1OC,-28%
CCC[N+](CCC)(CC[O-])Cc1ccccc1,20%
O=C(CCC(=O)N1CCC(c2noc3ccc(F)cc23)CC1)N1CCSCC1,21%
CC(=O)c1ccc(NC(=O)Cn2c(=O)nc(-c3ccccc3)c3cc(Cl)ccc32)cc1,?
COc1ccc(-c2coc3cc(OCC(=O)Nc4ccccc4Cl)ccc3c2=O)cc1,8%
CCc1ccc(C(NC(=O)Cn2nc(C)c3ccccc3c2=O)C(C)C)cc1 (configuration not stated),11%
Cc1c(-n2nnnc2SCC2CCCCC2)c(=O)n(-c2ccccc2)n1C,6%
SMILES,KDM5B inhibitor
COC(=O)CNC(=O)c1ccc(C(=O)c2ccccc2)cc1,10%
COc1ccc(NC(=O)C2CCN(C(=O)c3sc4nc[nH]c(=O)c4c3C)CC2)c(OC)c1,-19%
Cc1cc(C)n(-c2cccc(CN(C)C(=O)c3cn(Cc4ccc(Cl)cc4)nn3)c2)n1,-14%
CN(C)C(=O)CN1C(=O)CO[C@H](c2ccc(NS(=O)(=O)Cc3ccccc3)cc2)[C@H]1CO,?
COc1ccccc1C(=O)Nc1ccc(OCc2cc(=O)n3ccc(C)cc3n2)cc1,4%
Cc1ccc([S+](=O)([O-])N2CCn3c(nn(-c4ccncc4)c3=O)C2)cc1,-14%
Cc1cc(C(=O)N2CCC3(COc4ncccc4S(=O)(=O)N3)C2)no1 (configuration not stated),?
COc1ccc(C(=O)COC(=O)c2cc(C)no2)c(OC)c1,18%
CCOC(=O)C1=C(C)N=C2SC=C(CC(=O)N3CCCC3)N2C1c1cccc(C)c1 (configuration not stated),-26%
CN(CCC#N)C(=O)CSc1ncc(-c2ccccc2)o1,16%
COC(=O)c1ccc2nc(C[C@@H]3C[C@@H](C(C)C)[C@H](CNCc4ccc(NC(C)=O)cc4)C=C3C)[nH]c2c1,-23%
Cc1ccc(C)n1-c1c(C(=O)NCC(C)c2ccccc2)sc2ncccc12 (configuration not stated),?
Cc1noc(C)c1C(=O)N1CCC2(CC1)CC(N[S+](C)(=O)[O-])c1ccccc12 (configuration not stated),-1%[115 µM]
Cc1cc(C)cc(CC(CC(=O)O)C(=O)O)c1 (configuration not stated),14%
CCOc1ccccc1NC(=O)C[C@H]1NC(=O)c2ccccc2NC1=O,-13%
COc1ccc(NC(=O)N[C@H]2CO[C@H]3[C@@H]2OC[C@@H]3n2nnnc2-c2ccccc2)cc1,?
CS(=O)(=O)N1CCCc2cc(C(=O)CSc3nnc(C4CC4)n3Cc3ccccc3)ccc21,8%
Cn1c(CNC(=O)C2(Cc3ccccc3)CCCCC(=O)N2)nc2ccccc21 (configuration not stated),18µM*
COCC1CN(C(=O)c2nccn2C)CC12CCNCC2 (configuration not stated),25µM*
CC(CCc1ccccc1)NCC1CCCO1 (configuration not stated),-37%
Cc1cc(CN2CCOc3c(O)cc(-c4ccccc4C)cc3C2)on1,-30%
Cc1ccc(C(=O)Nc2onc3c2CCCC3)cc1,3%
Fc1ccc(-c2cnc(CN3CCN(c4ccccc4Cl)CC3)o2)cc1,?
CCCS(=O)(=O)N[C@H]1C[C@@H](c2nc(-c3ccc4c(c3)OCO4)no2)N(C)C1,-21%[86.2 µM]
CC(=O)Nc1ccccc1OCC(=O)NC(C)C,16%
SMILES,KDM5B inhibitor
O=C(Cn1c(=O)n(Cc2ccc(F)cc2)c(=O)c2sc3ccccc3c21)NCc1ccccc1,-12%
O=C(NC[C@H]1OC[C@@H](NC2CCC2)[C@@H]1O)c1ccncc1,17%[115 µM]
CC(C)C(=O)Nc1ccc(C2(C(=O)NCc3ccccn3)CCC2)cc1,2%
COc1ccc(Cl)c(Cn2c(NCCCN(C)C)nc3c2c(=O)n(C)c(=O)n3C)c1,4%
Cc1ccc2oc(-c3ccc(F)cc3)nc2c1,-13%
O=C(c1ccn[nH]1)N1CCC(c2noc(COc3ccc(F)cc3)n2)CC1,-7%
CCOc1ccc(C(=O)N2CCN(c3oc(-c4ccco4)nc3C#N)CC2)cc1,?
COc1cccc(N2CCN(c3c4c(nc5nncn35)CCC4)CC2)c1,-24%
CCn1nc(C)c(CNC(=O)Nc2ccc(F)c(Cl)c2)c1C,-15%
O=C(Nc1ccc(OCC(F)(F)F)cc1)c1n[nH]c(=O)c2ccccc12,-8%
CCn1cc2c3c(cccc31)CN(C(=O)CC(C)(C)C)CC2,?
CN1CCC(O)(Cc2nc3c([nH]2)CC(C)(C)CNC3=O)CC1,-16%
COc1ccc(C2Cn3nnc(C(=O)N4CCN(C(=O)c5ccc(C)cc5)CC4)c3CO2)cc1 (configuration not stated),6%
COc1ccc(N(CC(=O)NCC2CCCO2)C(=O)CCC(=O)Nc2cc(C)on2)cc1OC (configuration not stated),26%
CCOCCCNC(=O)N1CC(Oc2cccc(-c3nc(C)no3)c2)C1,13%
COc1ccc(OC)c(CCNC(=O)c2ccc3[nH]c(C)c(C)c3c2)c1,?
Cc1nsc(NC(=O)N2CCC(C(=O)N3CCCC3)CC2)n1,20%
NC(=O)c1ccc(COC(=O)c2c(F)cccc2F)cc1,13%
Cn1nc(C(=O)N2CCN(c3ccccc3)CC2)c2ccccc2c1=O,-10%
COc1ccc(C(CC(=O)N2CCCC2)c2c[nH]c3ccccc23)cc1 (configuration not stated),-15%
CN(C)CCNC(=O)c1nc2nc(-c3ccccc3)c(-c3cccc(CO)c3)cc2n1C,10µM*
O=C(COCc1cc(-c2cccs2)on1)NCc1ccccc1Cl,-39%
NC(=O)C1CCN(c2nc(-c3cccs3)nc3ccccc23)CC1,10%
Cc1cc2nc3n(c(=O)c2n1CC(=O)Nc1ccc(F)c(Cl)c1)CCCCC3,-4%
CCC(CC)CN1CC2(CCN(C(=O)CCc3cc(=O)[nH]o3)CC2)OC1=O,40%[activator]

# Reprinted at random: 2 compounds from above, in no set order.
SMILES,KDM5B inhibitor
COc1ccc(OC)c(CCNC(=O)c2ccc3[nH]c(C)c(C)c3c2)c1,?
CCNC(=O)N[C@H]1CC[C@]2(C)CC[C@@H]([C@H](C)C(=O)NCc3ccc(F)cc3)[C@H](O)[C@H]2[C@@H]1C,34%

# Going on with the list:
SMILES,KDM5B inhibitor
CCOC(=O)NC(CNC(=O)c1ccccc1OC)CC(C)C (configuration not stated),11%
CCOc1ccc(C(C(=O)NC2CCCC2)N(CCOC)C(=O)CNC(=O)c2ccco2)cc1 (configuration not stated),-5%
CS(=O)(=O)c1ccc(OC[C@H]2C[C@@H](NC(=O)c3ccccc3)[C@H](O)[C@@H]2O)cc1,6%[86.2 µM]
CC1=C(C(=O)Nc2ccc(C)c(C)c2)C2(CCCCCC2)OC1=O,-5%&-18%
Cc1ccc(N2CC(NC(=O)C3CCCCC3)CC2=O)cc1 (configuration not stated),-6%
COc1ccc(-c2ccccc2)cc1N1C(=O)[C@@H]2C[C@H]1CN2C(=O)C1(N)CC1,?
CCN(CC)S(=O)(=O)c1ccc2c(c1)nc(CN(C)C(=O)c1cccc(Cl)c1)n2C,-1%
CCCN(CCC)Cc1csc2c1CCCC2,21%
COc1ccc(-c2cc(C(=O)N3CCC(c4nc(CCOCC5CC5)no4)C3)[nH]n2)cc1 (configuration not stated),?
O=C1COc2ccc(C(=O)COC(=O)c3nn(-c4ccccc4)c(=O)c4ccccc34)cc2N1,10%
Cc1ncccc1C(=O)N1C[C@@H](Oc2cccnc2)C[C@H]1C(=O)N1CCOCC1,4%
COCC1CN(C2CCC2)CC12CCN(C(=O)CCC1CCCC1)CC2 (configuration not stated),-27%
CC(=O)N1CCC2(C1)OC(=O)Nc1cnccc12 (configuration not stated),?
COc1ccc(CN2CCC3(CC2)NC(=O)c2ccccc2O3)cc1,-8%[86.2 µM]
CN(Cc1ccco1)S(=O)(=O)c1nnc(NC(=O)c2cccc(Cl)c2)s1,-56%
CCc1nc(-c2c3n(c(=O)n(CC(=O)c4ccc(Cl)cc4)c2=O)CCCC3)no1,4%
O=C(c1ccc(F)c(Cl)c1)N1C[C@@H](CO)[C@H](c2ccncc2)C1,-12%
CCCCCCn1nc(C(=O)NCc2ccc(C(=O)OC)cc2)c2ccccc2c1=O,16%
Cc1ccc(S(=O)(=O)N2C[C@@H](F)C[C@H]2C(=O)N2CCOCC2)cc1F,-11%
CCCOC(=O)COc1ccc2c(=O)c(Oc3ccc(C(C)(C)C)cc3)coc2c1,13%
CCOC(=O)c1ccc(NC(=O)c2nc(S(=O)(=O)Cc3ccccc3)ncc2Cl)cc1,?
Cc1cc(NC(=O)CN2CCN(C(=O)c3c(F)cccc3F)CC2)no1,17%
CC(C)(C)C(=O)Nc1cccc(C(=O)OCc2cc(=O)n3nc(C4CC4)sc3n2)c1,3%
COc1ccc(NC(=O)c2cnn3c2NC(C(=O)O)=CC3c2ccc(F)cc2)cc1 (configuration not stated),-9%
COC[C@@H]1CN(C(=O)Cc2ccc(F)cc2)C[C@H]1c1ccncc1,8%

# Rewritten with values ahead of the structure: 2 of the compounds above
KDM5B inhibitor | Molecule
-1% | CCN(CC)S(=O)(=O)c1ccc2c(c1)nc(CN(C)C(=O)c1cccc(Cl)c1)n2C
21% | CCCN(CCC)Cc1csc2c1CCCC2

# Not a retest: 5 of the compounds above.
SMILES,KDM5B inhibitor
CCOC(=O)c1ccc(NC(=O)c2nc(S(=O)(=O)Cc3ccccc3)ncc2Cl)cc1,?
Cc1cc(NC(=O)CN2CCN(C(=O)c3c(F)cccc3F)CC2)no1,17%
CC(C)(C)C(=O)Nc1cccc(C(=O)OCc2cc(=O)n3nc(C4CC4)sc3n2)c1,3%
COc1ccc(NC(=O)c2cnn3c2NC(C(=O)O)=CC3c2ccc(F)cc2)cc1 (configuration not stated),-9%
COC[C@@H]1CN(C(=O)Cc2ccc(F)cc2)C[C@H]1c1ccncc1,8%

# (listing goes on)
SMILES,KDM5B inhibitor
COc1cccc([S+](=O)([O-])N2CCC3(CC2)CC(=O)Nc2ccccc2O3)c1,18%
CCn1c(SCC(=O)NC(C)c2ccc3c(c2)CCCC3)nnc1C1CC1 (configuration not stated),-4%
COc1ccc2[nH]c3c(c2c1)CCNC31CCN(C(=O)c2ccc(OC)c(F)c2)CC1,?
CN(C)C[C@@H]1CN(S(C)(=O)=O)C[C@H]1NC(=O)c1ccc2ncccc2c1,-3%
CCCCOc1ccc(CNC(=O)CN2CCSc3ccccc32)cc1,?
O=C(Nc1ccc([C@@H](O)[C@H]2COCC(=O)N2Cc2ccncc2)cc1)C1CCC1,-4%[86.2 µM]
COc1ccc(CNC(=O)c2[nH]c(C)c(C(C)=O)c2C)cc1,-8%
CCCN(Cc1ccco1)C(=O)C1CCC(=O)N(CC2CCCCC2)C1 (configuration not stated),15%
Cc1ccc2nc(-c3ccc(NC(=O)COc4ccc(Br)cc4Br)cc3)sc2c1,?
O=C(c1ccc(F)cc1F)N1CCCC(c2nc(-c3cccs3)no2)C1 (configuration not stated),-9%
CN1c2cc(C(=O)N3CCN(c4ccccc4Cl)CC3)ccc2C(=O)N2CCCCC21 (configuration not stated),?
CCn1cc(C(=O)N2CCc3cc(S(=O)(=O)NCC4CCCO4)ccc3C2)cn1 (configuration not stated),36%
O=C(NC1CCCCCC1)c1nnn2cc(-c3ccc(Cl)cc3)[nH]c(=O)c12,?
Fc1ccc(Sc2cc(-c3ccccc3)c3ccccc3n2)cc1,-18%
COc1ccccc1NC(=O)COC(=O)c1cc(=O)c2ccccc2o1,-9%

# 3 of these compounds, reformatted.
SMILES | KDM5B inhibitor
CCCN(Cc1ccco1)C(=O)C1CCC(=O)N(CC2CCCCC2)C1 (configuration not stated) | 15%
Cc1ccc2nc(-c3ccc(NC(=O)COc4ccc(Br)cc4Br)cc3)sc2c1 | ?
O=C(c1ccc(F)cc1F)N1CCCC(c2nc(-c3cccs3)no2)C1 (configuration not stated) | -9%
